Bioassay records deposited in PubChem by NCI.
Growth percent in the NCI-60 one-dose screen (48 h, 10 µM unless noted): 100 = growth as untreated, 0 = no growth, -100 = all killed.
OVCAR-3 = OVCAR-3 ovarian cancer; AID 1794787; hit rate 7% among 79,000
DU-145 = DU-145 prostate cancer; hit rate 4.2% among 81,000; AID 1794760
OVCAR-5 = OVCAR-5 ovarian cancer | hit rate 2.9% among 82,000 | AID 1794783
OVCAR-4 = OVCAR-4 ovarian cancer cells | hit rate 3.7% among 80,000 | AID 1794784
U251 = U251 CNS tumor cells; hit rate 5.4% among 80,000; AID 1794753
OVCAR-8 = OVCAR-8 ovarian cancer | hit rate 4.4% among 81,000 | AID 1794782
PC-3 = PC-3 prostate cancer cells; hit rate 3.9% among 80,000
SK-OV-3 = SK-OV-3 ovarian cancer cells | AID 1794785 | hit rate 3.2% among 80,000
SF-268 = SF-268 CNS cancer cells; hit rate 3.1% among 82,000; AID 1794759
* = called active by the depositor; x = not tested or not shown; & = joins results of further samples; ! = repeats disagree; [ ] = remark or other dose. The calls were made as follows: active = growth percent below 10; inactive = the rest.

Molecule	SK-OV-3	OVCAR-4	SF-268	PC-3	OVCAR-5	OVCAR-3	OVCAR-8	U251	DU-145
O=C1c2cc3c(cc2-c2c1c1ccc(F)cc1c(=O)n2CCCNCCO)OCO3	-34*	-77*	-55*	-42*	-59*	-28*	-33*	-83*	-69*
O=C(Cn1nncc1CN1C(=O)CSC1=O)Nc1cccc2ccccc12	102	109	100	101	112	109	105	103	117
COc1ccc(OC)c(-c2nc3sc(-c4cn(C)c5ccccc45)nn3c2C=O)c1	103	101	101	98	96	106	94	99	97
O=S(=O)(NCCNc1nccc(-c2c(-c3ccc(O)cc3)nc3sccn23)n1)c1ccccc1	57	78	93	76	150	76	58	80	73
Cc1ccc(O)c(C(=O)c2ccccc2)c1	119	110	101	101	96	104	111	105	112
CC(=O)OCC1O[C@@H](OC(C)=O)[C@@H](NC(=O)NS(=O)(=O)c2ccc(CCNC(=O)c3ccccc3)cc2)C(OC(C)=O)[C@@H]1OC(C)=O (stereo not given in full)	113	110	99	104	102	112	109	109	112
c1ccc2sc(-c3cnn4cccnc34)nc2c1	109	66	95	91	114	108	100	106	106
O=Nc1ccc(NO)c2ccccc12	106&94	36&92	84&102	36&82	116&109	0.1*!	87&98	79&101	98&107
COc1ccc(C2C(=O)NN=C2C)cc1 (stereo not given)	95	x	97	88	110	107	97	108	105
NC(=S)N/N=C/c1ccc(F)cc1	117	95	110	98	100	117	99	101	117
O=C1OC(c2ccccc2)=N/C1=C\c1ccc2c(c1)OCO2	100	108	111	93	94	133	100	110	124
CCC(CC)COC(=O)c1ccc(Cl)cc1	105	107	98	98	119	104	104	105	103
COCC(=O)c1nnnn1CC(=O)c1ccc(F)cc1F	96	102	93	90	105	112	98	96	101
COc1ccc(C(=O)C(CN(C)C)c2ccccc2)cc1 (stereo not given)	110	33	x	52	44	0.0*	17	32	x
CCCCCCCCCCCCC#N	102	104	103	96	98	112	101	96	114

Sorted by number of heavy atoms (lowest first): part of the list above.
Molecule	SK-OV-3	OVCAR-4	SF-268	PC-3	OVCAR-5	OVCAR-3	OVCAR-8	U251	DU-145
O=Nc1ccc(NO)c2ccccc12	106&94	36&92	84&102	36&82	116&109	0.1*!	87&98	79&101	98&107
O=C1OC(c2ccccc2)=N/C1=C\c1ccc2c(c1)OCO2	100	108	111	93	94	133	100	110	124
CC(=O)OCC1O[C@@H](OC(C)=O)[C@@H](NC(=O)NS(=O)(=O)c2ccc(CCNC(=O)c3ccccc3)cc2)C(OC(C)=O)[C@@H]1OC(C)=O (stereo not given in full)	113	110	99	104	102	112	109	109	112

Fetched one by one from the entries so far:
Molecule	SK-OV-3	OVCAR-4	SF-268	PC-3	OVCAR-5	OVCAR-3	OVCAR-8	U251	DU-145
O=C1c2cc3c(cc2-c2c1c1ccc(F)cc1c(=O)n2CCCNCCO)OCO3	-34*	-77*	-55*	-42*	-59*	-28*	-33*	-83*	-69*
COc1ccc(C2C(=O)NN=C2C)cc1 (stereo not given)	95	x	97	88	110	107	97	108	105
O=Nc1ccc(NO)c2ccccc12	106&94	36&92	84&102	36&82	116&109	0.1*!	87&98	79&101	98&107

Next section.
Molecule	SK-OV-3	OVCAR-4	SF-268	PC-3	OVCAR-5	OVCAR-3	OVCAR-8	U251	DU-145
N#CCC(=O)NNS(=O)(=O)c1ccc(Cl)cc1	110	101	97	94	114	111	107	98	110
OCc1cnccc1Nc1ccccc1	98	106	105	100	103	105	96	96	106
COc1cc(-c2csc(NC(=O)Nc3ccc(F)cc3F)n2)cc(OC)c1OC	83	64	85	23	92	92	59	87	78
CSc1nc(Cl)c(Br)c(Cl)n1	100	108	103	94	101	107	89	93	100
COc1ccc(C(=O)Nn2cnc3oc(-c4ccc(OC)cc4)cc3c2=N)cc1	116	100	101	100	106	108	110	104	104
N#Cc1ccc(C(=O)NCCCNc2nccc(-n3ccc4cccnc43)n2)cc1	102	97	97	100	99	104	101	100	102
Clc1ccc(-c2nnc(N3c4ccccc4C=Cc4ccccc43)o2)cc1	107	78	75	56	101	95	76	57	100
O=C1NC(=S)NC(=O)C1=Cc1cn(Cc2cn(Cc3cccc4ccccc34)nn2)c2ccccc12	111	92	95	94	90	102	102	102	105
CCN(CC)CCOC(=O)c1ccc(N=C=S)cc1	100	117	113	113	94	108	100	99	118
Cc1cccc2[nH]c(=O)cc(-n3ncc(C#N)c3N)c12	x	98	100	97	100	105	102	101	111
CCC1CCC(CC)C1O (stereo not given)	101	112	106	88	93	110	100	93	108
Cn1cc(-c2ncnc3ccc(-c4cnc(Cl)c(NS(C)(=O)=O)c4)cc23)c2ccccc21	-18*	15	27	20	13	21	31	24	25
COc1ccc(-c2nc(SC(C)C)nc(NCCc3c[nH]c4ccccc34)c2C#N)cc1	72	57	50	12	65	64	66	27	54
C=C1C(=O)O[C@H]2[C@H]1CC/C(CNS(=O)(=O)c1cccc3ccccc13)=C\CC[C@@]1(C)O[C@@H]21	107	43	58	46	62	11	39	53	25
O=C(CSc1ccccn1)C1=S=C2C=CC=CN2C1=O	107	106	115	93	101	120	112	97	118

2 entries from above, with values under each structure.
Order of results: SK-OV-3 | OVCAR-4 | SF-268 | PC-3 | OVCAR-5 | OVCAR-3 | OVCAR-8 | U251 | DU-145
- CSc1nc(Cl)c(Br)c(Cl)n1
  100 | 108 | 103 | 94 | 101 | 107 | 89 | 93 | 100
- O=C(CSc1ccccn1)C1=S=C2C=CC=CN2C1=O
  107 | 106 | 115 | 93 | 101 | 120 | 112 | 97 | 118

(listing goes on)
Molecule	SK-OV-3	OVCAR-4	SF-268	PC-3	OVCAR-5	OVCAR-3	OVCAR-8	U251	DU-145
Cc1ccc(NC(=S)NC(=O)c2ccccc2)cc1	108	95	95	99	101	92	99	100	91
COc1cccc(-c2nn(C(C)(C)C)cc2-c2ccnc(NCCCNS(=O)(=O)c3ccc(Cl)cc3)c2)c1	102&110	89&108	87&104	53&96	98&103	92&111	86&102	79	95&109
Cc1cccc(NC(=O)c2ccccc2Cl)c1	109	96	101	103	104	104	104	91	104
C#CC[C@@H]1C[C@]2(C)[C@H]3CC=C4[C@H]5[C@@H](C)[C@H](C)CC[C@]5(C(=O)NCCCCN)CC[C@@]4(C)[C@]3(C)CC[C@H]2C(C)(C)[C@H]1OC(C)=O	109	68	70	47	108	56	64	41	59
COC(=O)c1cc2n(n1)-c1ncc(Br)cc1Oc1ccccc1-2	96	93	99	92	113	110	95	92	112
Cc1cc2c([nH]1)CSc1cc(S(=O)(=O)c3ccccc3)c(=O)[nH]c1-2	22[100 µM]	43[100 µM]	22[100 µM]	23[100 µM]	70[100 µM]	-16*[100 µM]	24[100 µM]	16[100 µM]	15[100 µM]
CCN(CC)CCCNc1cccc2ccc(N)nc12	111	x	101	84	97	97	100	98	108
CN(C)CCC(C(=O)c1ccccc1)c1ccncc1 (stereo not given)	105	121	105	91	104	111	103	103	109
C=CCNc1ncnc2sc(SC)nc12	111	103	96	x	101	118	101	98	115
Clc1ccc(SC/C=C/CSc2ccc(Cl)cc2)cc1	86	89	92	81	100	101	101	89	107
Clc1ccc(/C=C2\CCCC3=C2N=C2SC=NN2C3c2ccc(Cl)cc2)cc1 (stereo not given)	109	92	99	96	107	112	91	85	98
NC(=O)N/N=C/C(c1ccccc1)c1ccccc1	104	106	104	88	107	111	107	96	x
N#CC1=C(c2ccco2)Nc2c(c(-c3ccccc3)nn2-c2ccccc2)C12C(=O)Nc1ccccc12 (stereo not given)	61	70	77	58	92	106	68	65	87
CCOC(=O)c1c(C)nc(Nc2nc3ccccc3o2)nc1-c1ccc(Cl)cc1Cl	100	115	97	102	103	105	101	101	112
CS(=O)(=O)Nc1ccc(C(=O)NCc2ccc(N3CCOCC3)cc2)cc1	99	98	107	95	110	107	102	x	107
Oc1cccc(CNC2CCCCC2)c1	109	126	103	100	108	119	110	106	119
CCOC(=O)C(C)(C)C(=O)O	106	101	114	93	109	132	104	103	165
COc1cc2c(cc1CC(Br)CBr)OCO2 (stereo not given)	109	105	93	92	x	102	104	98	99
CCOc1ccc2nc(NC(=O)c3ccc(C(C)(C)C)cc3)sc2c1	94	59	95	79	99	92	88	97	78
O=C(N/N=C/c1ccc(N2CCCC2)cc1)c1cnc2n(c1=O)CCCCC2	109	111	104	105	107	115	103	107	113
CNC(=O)c1cc(-c2ccc(NC(=S)Nc3cccc(C(F)(F)F)c3)cc2)nc2cccnc12	105	97	106	96	102	109	94	95	103
COC(=O)c1nc(=S)[nH]c(C(=O)OC)c1C(=O)c1ccc2ccccc2c1	101	97	102	93	101	109	107	98	110
O=C(NC(CSC(=O)c1ccccc1)C(=O)O)OCc1ccccc1 (stereo not given)	98	109	97	95	108	101	104	100	98
CCOc1ccc(/C=C2/C(=O)N=C(NC(C)=O)N2C)cc1	106	105	97	98	104	104	101	99	x
Brc1ccccc1/C=N/Nc1ncnc2sc3c(c12)CCNC3	111	107	100	98	105	102	102	108	109
N#CCC1(c2ccccc2)CCCC1	107	115	95	94	109	103	104	101	102
NC(=O)C1(C(N)=O)CCC1	99	98	110	98	102	113	118	102	107
C=CCOP(=O)(OCC=C)c1ccccc1	105	115	107	86	108	113	96	99	116
CCOC(=O)C1=NN(c2ccccc2)C(=O)C1N=Nc1ccc(-c2ccc(N=NC3C(=O)N(c4ccccc4)N=C3C(=O)OCC)c(Cl)c2)cc1Cl (stereo not given)	110	100	103	101	114	110	106	102	x
COc1cccc2c1OC(c1ccc3noc(-c4ccc(C)cc4)c3c1)N1N=C(c3ccccc3)CC21 (stereo not given)	94	108	109	93	110	x	103	105	109
O=C(O)CCC(=O)/C=C/c1ccccc1O	107	113	106	98	101	111	101	106	113
COc1ccc(/C(=C(/CC(=O)O)C(=O)OC(C)(C)C)c2cc(OC)c(OC)c(OC)c2)cc1OC	106	105	102	98	100	116	103	104	111
CNc1cccc2c1C(=O)c1cccc(N)c1C2=O	61	58	56	41	74	32	64	30	40
CCCCCn1sc(=O)n(Cc2ccc(COC(=O)C(C)c3ccc(CC(C)C)cc3)cc2)c1=O (stereo not given)	107	107	102	99	112	107	102	101	108
COc1ccccc1NC(=O)CCl	109	99	100	98	115	106	99	97	104
O=C(Nc1ccccc1)Nc1nc(=O)c2ccccc2c(=O)[nH]1	112	101	104	110	103	109	100	98	109
CS(=O)(=O)c1ncc(-c2ccccc2)cn1	108	99	101	100	103	91	99	99	104
CN(C)c1cccc2c(S(=O)(=O)Nc3cccc(-c4csc(NC(=O)CNCCCN5CCOCC5)n4)c3)cccc12	117	100	97	89	97	x	87	64	98
Cc1ccc2nc(-c3ccc(C(=O)O)cc3)n(CC(=O)NNC(=O)c3ccncc3)c2c1	108	106	99	107	100	111	102	101	112
COc1ccc(-c2nnc(CNc3ncccn3)o2)cc1	98	118	97	100	123	104	105	102	103
Cn1c(O)c(C(=NCCN)c2ccccc2)c(=O)n(C)c1=O	102	110	120	96	99	127	104	102	129
Fc1ccc(N2CCN(Cc3c[nH]c4ncnc(N5CCOCC5)c34)CC2)cc1	105	118	97	99	89	103	98	101	107
CCOCc1cc(=O)[nH]c(SC)n1	104	100	93	x	113	140	85	105	118
CCOC(=O)C1=C(N)N(c2ccc(Cl)cc2)C2=C(C(=O)CC(C)(C)C2)C1c1ccccc1Br (stereo not given)	91	75	83	29	112	69	86	60	104
C[C@H]1C=C(Br)[C@]2(CCCO2)C12CCCCC2	102	99	100	102	99	111	100	102	112
O=[N+]([O-])c1ccc2c(c1)C(C(Cl)(Cl)Cl)OC(C(Cl)(Cl)Cl)O2 (stereo not given)	90	73	94	74	85	92	103	94	98
O=S(=O)(c1ncsc1-c1ccccc1)N1CCCCC1	100	95	97	98	102	x	101	102	110
N#Cc1c(-c2ccccc2)nc(SC(=O)CCNc2ccccc2)[nH]c1=O	99	103	108	81	99	105	94	109	121
CCOC(=O)C(/C=N\C(=S)Nc1ccc(Cl)c(Cl)c1)=C(/O)c1ccccc1	82	54	103	79	115	89	83	89	x
CC1=NOCC(=O)N1	103	95	107	95	95	108	107	95	111
O=C(CCSCCC(=O)N/N=C/c1ccc(F)cc1)N/N=C\c1ccc(F)cc1	111	100	111	89	93	121	115	106	115
c1ccc2c(Cc3csc4ccccc34)csc2c1	78	88	104	85	101	92	101	82	110
Cc1cc(-c2ccccc2)n2nc3nc(C)nc-3nc2n1	115	108	103	97	112	115	x	104	112
C/C(=C\c1cnc(C)s1)[C@@H]1C[C@@H]2O[C@@H]2CCC[C@H](C)[C@H](O)[C@@H](C)C(=O)C(C)(C)[C@@H](O)CC(=O)O1	24	53	52	34	39	2.5*	48	25	2.1*
S=c1nn[nH]c2ccccc12	100	114	110	98	105	111	103	103	120
CCN(CC)c1ccc(/C=N\NC(=O)/C=C/C=C/c2ccc3c(c2)OCO3)c(O)c1	40	15	34	41	61	4.9*	33	43	53
COC(=O)[C@@]12OC[C@]34[C@H]([C@@H](O)[C@@H]1O)[C@@]1(C)[C@H](O)C(=O)C=C(C)[C@@H]1C[C@H]3OC(=O)C(OC(C)=O)[C@@H]24 (stereo not given in full)	-9.5*	3.7*	-31*	-51*	-11*	-48*	-19*	-31*	-64*
CCS(=O)CC	122	110	108	91	112	110	102	102	119
Cc1ccc(C)c(NC2=C(Cl)C(=O)c3nc(C)ccc3C2=O)c1	93	-96*	-1.7*	9.6*	-72*	-97*	9.9*	1.9*	-76*
CC(=O)Nc1ccc(/C=N/NC(=S)NCC(C)C)cc1	108	100	102	96	106	117	103	100	117
O=C(C(=Cn1c(=O)cc[nH]c1=S)C(=O)c1ccccc1)c1ccccc1	97	107	102	102	99	114	110	96	102
